# AT treatment = qHTS Assay for Identifying a Potential Treatment of Ataxia-Telangiectasia; Potency, µM (titrated, usually from 57.5 µM), without a hit: top-dose activation, usual class: activators; 0.19% of 320,000 active; […] A-T fibroblasts, KAP-1 phosphorylation AlphaLISA; neocarzinostatin DNA damage 30 min before lysis; further: potency means the concentration at half of the fitted maximal effect; % of control where 0% means no effect; nearly all actives have a fitted effect of over 45% in size
#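 ATM-like activity read as KAP-1 phosphorylation via AlphaLISA donor/acceptor antibody pairs after lysis and 6 hr at 25C. Cells were ATM-null patient fibroblasts ([…], hTERT), dosed 60 min, then exposed to the DSB inducer NCS for 30 min.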
# MLL CXXC-DNA inh = qHTS Fluorescence Polarization Assay for Inhibitors of MLL CXXC domain - DNA interaction. MLL-CXXC / FITC-HOXA9 DNA fluorescence polarization. Potency, µM (series often up to 115 µM), for the others: at the top dose activity change, negative = inhibition, actives largely listed as inhibitors. 0.037% of 290,000 active; active means well fitted inhibition curve with a large enough effect in the polarisation, with a control signal flat, not every such curve was filed as active; inconclusive means small, poorly fitted or top-dose-only effect, or effect the other way, or a change in a side signal; inactive means no such curve, though single readings can be large or run the other way; the % refers to the polarisation; further: potency means the concentration at half of the fitted maximal effect
#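 Fluorescence polarization: 7 uM MLL-CXXC (stock) preincubated 5 min with compounds, then 50 nM fluorescein-HOX-A9 DNA (stock) added; 30 min ambient. Buffer 50 mM Tris-HCl pH 7.5, 50 mM NaCl, 1 mM DTT, 0.05% BSA.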
# TCR act = Activators of T cell receptors: qHTS campaign; primary human leukocytes, anti-CD3, IL-2 HTRF, 48 h; 330,000 tested, under 10 active; Potency, µM (highest dose often 9.22 µM), inactives show at the top dose activation of IL-2 secretion, usual class: activators; AID 504894, 2011; further: % of control where 0% means no effect
#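 48 hr co-incubation of compounds, a-CD3 beads and primary human leukocytes; IL-2 quantified homogeneously by HTRF with anti-IL-2 K and d2 conjugates.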
# Giardia kill = Small Molecules that selectively kill Giardia lamblia: qHTS; Giardia lamblia trophozoite viability; activity change, % at 7.66 µM, hits read low; 0.15% of 340,000 active; in the data active means activity change below about -80%; inconclusive means between about -30% and that limit;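 further: parasites exposed to compound for two days anaerobically before the ATP read; on the % scale 0 is the no-effect control and ±100 the full control effect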
#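 Trophozoite viability was measured as ATP-dependent luminescence, read 15-30 min after reagent addition. Before that, parasites at 100 cells/well were exposed to compounds for 48 h, anaerobically, at 37 deg C.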
# Coupling enz = qHTS Assay for Inhibitors of Fructose-1,6-bisphosphate Aldolase from Giardia Lamblia: Coupling assay counterscreen; coupling enzyme system counterscreen, AmpLite Red fluorescence; activity change, negative = inhibition, % at 58.2 µM, hits read low; 0.67% of 290,000 active; AID 2472, 2010; in the data active means activity change below about -30%; further: on the % scale 0 is the no-effect control and ±100 the full control effect
#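 Coupling enzymes only (glyceraldehyde-3-phosphate) + compound, at 57.5 uM final, 10 min RT; add substrate/coupling/AmpLite Red mix, 20 min RT; fluorescence ex 525/em 598 nm. Actives flag coupling-system interference.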
# TSHR antagonist = Antagonists of the Thyroid Stimulating Hormone Receptor: HTS campaign. Thyrotropin receptor (Homo sapiens), P16473. TSHR-expressing cells, TSH-stimulated cAMP HTRF, 2 h; hits give low values. activity change, negative = inhibition, % at 11.5 µM. 0.2% of 330,000 active. AID 504810, 2011;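 active means activity change below a set negative limit, meaning inhibition stronger than a set level, cut at about -70% in these data; inconclusive means activity change between two set negative limits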; further: on the % scale 0 is the no-effect control and ±100 the full control effect
#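 TSHR-expressing cells, 200/well, pre-treated with compound, then stimulated with EC80 TSH (4nM final) for 2 hours at 37 deg C. cAMP measured by competitive HTRF: anti-cAMP cryptate antibody in lysis buffer plus cAMP-d2, read after 30 minutes at room temperature.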
# Chronic BCR inh = qHTS Assay to Find Inhibitors of Chronic Active B-Cell Receptor Signaling; AID 493014, 2011; Potency, µM (top dose mostly 46.1 µM), without a hit: top-dose ratio change, negative = lower green/red ratio, most hits filed as inhibitors; 0.05% of 340,000 active; ABC-DLBCL IkBa-CBG/CBR reporter, luminescence ratio, 4 h; active means well fitted inhibition curve with a large enough effect in the signal ratio, with a control signal flat, not every such curve was filed as active; inconclusive means small, poorly fitted or top-dose-only effect, or effect the other way, or a change in a side signal; the % refers to the signal ratio;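 further: potency means the concentration at half of the fitted maximal effect; plate controls were basal doxycycline-induced cells for no effect and cells given 10 µM MG132 for full effect; MG132 reads +100%, hits lower the ratio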
#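 Concentration-response series (up to 46 uM) were applied to TMD8 dual-reporter cells for 4 h at 37C with doxycycline. Green/red ratio, after filter-overlap correction, defined %Activity; red signal alone was normalised to basal cells and zero luminescence.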
# GALK inhibitor = qHTS Assay for Inhibitors of Human Galactokinase (GALK); P51570; Purified GALK, Kinase-Glo residual ATP luminescence; Potency, µM (series often up to 57.5 µM), inactives show at the highest dose activity change, negative = inhibition, actives largely listed as inhibitors; 0.007% of 270,000 active; AID 1868, 2009; further: potency means the concentration at half of the fitted maximal effect; on the % scale 0 is the no-effect control and ±100 the full control effect
# Target sequence (P51570 whole entry, looked up): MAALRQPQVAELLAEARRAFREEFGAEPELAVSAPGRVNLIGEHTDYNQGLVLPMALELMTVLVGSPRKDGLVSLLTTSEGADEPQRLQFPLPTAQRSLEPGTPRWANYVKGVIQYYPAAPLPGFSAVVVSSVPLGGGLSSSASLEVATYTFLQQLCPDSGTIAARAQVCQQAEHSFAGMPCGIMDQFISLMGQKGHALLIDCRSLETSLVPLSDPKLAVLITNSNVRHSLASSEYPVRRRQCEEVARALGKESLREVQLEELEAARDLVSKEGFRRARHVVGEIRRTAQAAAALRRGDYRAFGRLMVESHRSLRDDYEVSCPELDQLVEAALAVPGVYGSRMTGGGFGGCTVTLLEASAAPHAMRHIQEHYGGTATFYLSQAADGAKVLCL
#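 The enzyme phosphorylates galactose (100 uM) using ATP (35 uM); inhibition is detected as higher residual ATP, quantified by bioluminescence after 1 h reaction at room temperature, pH 8.0.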
# hERG WT inh = qHTS for Inhibitors of KCHN2 3.1: Wildtype qHTS | AID 720551, 2013 | 0.37% of 340,000 active | activity change, % at 1.84 µM | U2OS, BacMam KCNH2, thallium flux FluxOr; hits give low values | Voltage-gated inwardly rectifying potassium channel KCNH2 (Homo sapiens), Q12809;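 active means maximum activity change below -70%; inconclusive means maximum activity change between -70% and -50%; inactive means maximum activity change above -50%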; further: on the % scale 0 is the no-effect control and ±100 the full control effect
#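 U2OS cells were transduced with wild-type KCNH2 virus (2.03 x 10^8 / mL) for 4 h at room temperature, then cultured overnight at 37 C. Thallium flux was read with FluxOr dye. Rate constants were normalized to DMSO controls.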
# Tb PFK inh = qHTS Assay to Find Inhibitors of T. brucei phosphofructokinase. ATP-dependent 6-phosphofructokinase (Trypanosoma brucei brucei), O15648. T. brucei PFK, ADP-Glo luminescence. Potency, µM (top dose mostly 57.5 µM), inactives show at the highest dose activity, negative = inhibition, hits mostly inhibitors. 0.17% of 330,000 active. AID 485367, 2010;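 further: potency means the concentration at half of the fitted maximal effect; 0% = uninhibited 1x PFK enzyme wells and -100% = no-enzyme wells; nearly all actives have a fitted effect of over 60% in size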
# Target sequence (O15648 whole entry, looked up): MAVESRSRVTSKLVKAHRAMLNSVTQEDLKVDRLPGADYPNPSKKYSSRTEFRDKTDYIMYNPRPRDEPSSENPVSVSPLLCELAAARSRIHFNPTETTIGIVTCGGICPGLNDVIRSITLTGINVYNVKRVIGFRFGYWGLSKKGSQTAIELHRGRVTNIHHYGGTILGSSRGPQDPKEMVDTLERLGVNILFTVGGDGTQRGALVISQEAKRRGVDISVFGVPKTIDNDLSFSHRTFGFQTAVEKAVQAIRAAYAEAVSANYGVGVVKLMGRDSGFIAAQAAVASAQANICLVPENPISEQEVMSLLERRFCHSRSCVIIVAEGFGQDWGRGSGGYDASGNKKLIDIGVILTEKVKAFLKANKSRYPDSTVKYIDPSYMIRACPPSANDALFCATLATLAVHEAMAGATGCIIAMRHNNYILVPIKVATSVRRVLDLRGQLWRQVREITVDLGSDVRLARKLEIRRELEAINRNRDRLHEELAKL
#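 PFK 1.25 nM, F6P 0.5 mM, ATP 0.1 mM, 0.1 M TEA pH 8.0, 5 mM MgCl2, 0.01% Tween20, 0.1% BSA; 45 min RT. ADP-Glo readout. qHTS titration up to 57 uM; curves fitted, compounds curve-classed.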
# Numbers without * were called inactive; u = inconclusive; x = not tested or not shown; & = joins results of further samples; [ ] = another dose, or the depositor's remark. Unless noted, the call rests on the fitted dose curve; in most records, active means well fitted curve in the direction sought with a large enough effect; inconclusive means small, poorly fitted or top-dose-only effect, or another doubt; inactive means no such curve, though single readings can be large; an effect the other way counts as inactive or inconclusive.
canonical_smiles,Coupling enz,TCR act,Chronic BCR inh,MLL CXXC-DNA inh,Giardia kill,TSHR antagonist,GALK inhibitor,AT treatment,Tb PFK inh,hERG WT inh
CCCC(CNC(=O)COC(=O)C1=NNC(=O)CC1)c1ccc(Cl)cc1Cl (stereo not given),x,-4%,-4%,x,-5,-10,x,10%,0%,4
COCCN(CC(=O)Nc1cccc(C)c1C)C(=O)c1cc(-c2cccs2)nn1-c1ccccc1,x,x,2%,x,-4,12,x,7%,-2%,-1
COc1ccc(Cn2c(=O)n(Cc3ccco3)c(=N)c3c4c(sc32)COC(C)(C)C4)cc1,-3,-8%,-1%,9%,14,-14,2%,7%,-3%,2
Cc1cccc(OCC(=O)NN2C(=O)C3C4C=CC(O4)C3C2=O)c1 (stereo not given),-1,2%,-1%,-1%,5,0,0%,8%,0%,-4
COc1ccc(S(=O)(=O)N2CCOCC2)cc1NC(=O)/C=C/c1ccc(F)cc1,x,3%,u,x,-15,3,x,-4%,17%,-2
COc1cc(C(=O)O)c([N+](=O)[O-])c(OC)c1OC,0,-1%,-2%,-2%,15,2,x,-1%,2%,-2
CCOc1ccc(C(=O)Nc2ccc(S(=O)(=O)Nc3nccc(C)n3)cc2)cc1OCC,2,2%,-10%,0%,-25,-13,0%,2%,11%,-13
O=C1[C@H]2CCC=C[C@H]2[C@H](c2ccccc2Br)N1Cc1ccccc1,-3,1%[46.1 µM],-2%,x,12,5,x,-3%[11.5 µM],1%,1
Cc1ccccc1N=C(NO)c1nonc1N,0,-359%,-2%,-7%,-7,3,-4%,-2%[11.5 µM],0%,4
CC(=O)N/C(=C\c1ccccc1)C(=O)OCC(=O)c1ccc(F)cc1,x,-1%,0%,x,8,-3,x,2%,-8%,2
CN(C)/C=N/c1c(C#N)cnn1-c1nc2ccccc2s1,-1,-1%,u,1%,-1,-5,2%,12%,2%,4
O=C(Nc1ccc(NC(=O)c2ccco2)cc1)c1ccc2c(c1)OCO2,0,2%,11%,62%[activator],-4,-1,2%,6%,-8%,2
CCOC(=O)N1CCN(c2c(NCCCN(CC)CC)c(=O)c2=O)CC1,-4,6%,-5%,0%,-5,9,0%,-1%,-6%,7
CSCC[C@H](NC(=O)N1CCn2c1nc1ccccc12)C(=O)N[C@H](Cc1ccccc1)C(=O)O,1,-2%,-3%,-20%,1,-2,x,-8%,4%,-1
Cc1ccc(S(=O)(=O)NCCC(=O)OCC(=O)N2CCCC2=O)cc1C,x,4%,7%,x,-5,-6,x,8%,0%,-2
CC(C)C[C@H](NC(=O)Nc1cccc(Br)c1)C(=O)O,7,-3%[46.1 µM],3%,11%,-29,1,0%,-12%,0%,-2
O=S(=O)(NCCNS(=O)(=O)c1ccc(F)cc1)c1ccc(F)cc1,3,-3%,5%,10%,5,6,0%,2%,-4%,5
Clc1ccc(-c2csc(N3CCOCC3)n2)cc1,8,4%,u,5%,2,-7,5%,3%,-5%,5
NS(=O)(=O)c1ccc(CCNC(=O)CCc2nc3ccccc3s2)cc1,1,-4%,2%,2%,19,18,-3%,12%,-5%,-2
CCN1CCN(c2ncnc3scc(-c4ccc(C)cc4)c23)CC1,0,4%,-10%,-1%,23,-7,1%,-1%,2%,7
CC(C)(C)C#CCn1c(/C=[N+](\[O-])C2CCCCC2)nc2ccccc21,2,0%,-2%,-2%,0,1,x,-9%,0%,1
COc1ccc(O[C@H]2C=C[C@@H](c3ccccc3)O[C@@H]2COC(=O)CC/C(C)=N/O[C@@H](C)CN2CCCCc3nc(C)c(C)cc32)cc1,-5,x,-11%,5%,x,-2,x,8%,-2%,x
O=C1c2ccccc2C(=O)N1CCCc1nc2ccccc2c(=O)n1Cc1ccco1,7,6%,9%,-3%,-22,-27,-1%,1%,-4%,4
CCCCn1c(-c2csc3ccccc23)n[nH]c1=S,0,0%,u,18%,37[activator],-28,-2%,-2%,-6%,8
CC(=O)C1=C(C)NC(SCC(N)=O)=C(C#N)C1c1cccs1 (stereo not given),3,14%,x,-9%,-3,x,0%,x,x,14
Cc1cccc(NS(=O)(=O)c2cccc(C(=O)N3CCCCCCC3)c2)c1,x,0%,2%,x,-2,-8,x,1%,15%,0
CC(C)c1onc(C(=O)N2CCN(c3ccccc3)CC2)c1[N+](=O)[O-],0,3%,3%,-25%,u,4,5%,-9%,-10%,13
CC(Cc1ccccn1)NC(=O)c1ccc(OC2CCN(Cc3ccccn3)CC2)cc1 (stereo not given),x,-4%,1%,-2%,-5,27,-3%,1%,-2%,-13
CCOc1ccc(N(C)S(=O)(=O)c2ccc(-c3cc(C)no3)s2)cc1,x,2%,u,6%,21,-11,-7%,-15%,-4%,4
Cc1cc(C)c2[nH]c(=O)c(CN(Cc3cccs3)C(=S)NCC3CCCO3)cc2c1 (stereo not given),1,8%[46.1 µM],-7%,0%,17,10,-2%,x,1%,-8
N/C(=N\OC(=O)COc1cc(Cl)c(Cl)cc1Cl)c1ccccn1,0,0%,2%,-8%,16,-29,5%,4%,-1%,3
CCc1ccccc1NC(=O)CNC(=O)c1cn(Cc2ccccc2)nc1-c1cccnc1,x,-1%,-7%,x,-7,-26,x,-1%,-1%,1
Cc1onc(C(=O)NN)c1-c1csc(COc2ccccc2)n1,5,-58%,-11%,19%,-11,-2,1%,5%,22%,44
COc1ccccc1N(C)S(=O)(=O)c1ccc(C(=O)OCC(=O)c2c[nH]c3ccccc23)cc1,-4,-1%[46.1 µM],-5%,24%,11,-6,1%,-6%,0%,0
COc1ccc(N(C(C)=O)S(=O)(=O)c2cc(OC)ccc2OC)cc1,2,-1%,0%,-1%,29,4,2%,-3%,-5%,4
COc1ccnc(Nc2ccc(C)c(C)c2)c1C#N,0,-18%,7%,-1%,-19,4,0%,5%,-3%,3
COC(=O)c1cc(=O)nc2sccn12,2,-5%,u,-6%,3,11,1%,x,2%,-15
CCOC(=O)c1c(/N=C/N(C)C)sc(C(=O)OC)c1C,-4,0%,-7%,-2%,2,19,-1%,5%,4%,11
Cc1cc(NCCOCCO)n2c(nc3ccccc32)c1C#N,-1,-12%,5%,0%,-3,-1,1%,10%,0%,4
O=C(NCc1ccccc1)C1(C(F)(F)F)CC(CCCO)CCCO1 (stereo not given),5,-1%,x,x,0&-3,x,x,x,x,4
COc1ccc(CC(=O)N[C@@H]2c3ccccc3CC[C@H]2OCc2ccccc2)cc1,x,-14%[46.1 µM],2%,x,-13,20,x,-7%,0%,-2
COCCNC(=O)[C@H](C)[C@H]1C[C@]1(C)[C@H](NC(=O)OCc1ccccc1)c1ccccc1,0&0,-2%,-4%,7%,6,-12,x,x,1%,-12
CS(=O)(=O)N(Cc1ccccc1Cl)c1ccc(C(=O)NCc2ccccn2)cc1,-2,1%[46.1 µM],0%,3%,-6,-2,2%,1%,-2%,0
CC1(NC(=S)N(CCO)CCO)CCS(=O)(=O)C1 (stereo not given),-1,4%[46.1 µM],2%,-15%,-6,20,-2%,2%,3%,0
CCc1ccc(C(=O)Nc2cc(S(=O)(=O)N3CCOCC3)ccc2N2CCOCC2)cc1,x,8%,-1%,x,-8,x,x,-6%,-7%,9
Cc1ccc(NC2=NCC(=O)N2CCc2ccccc2)cc1C,1,-3%,-1%,-3%,4,-2,-1%,4%,0%,-5
Cc1cc(CN2CCCC(C(=O)Nc3cccc(-n4cccn4)c3)C2)cc(C)c1O (stereo not given),0,-6%,-16%,-2%,-5,6,3%,4%,0%,-6
CCC1S/C(=C(\C#N)C(N)=O)N(c2ccc(F)cc2)C1=O (stereo not given),0,5%,0%,1%,-9,3,5%,10%,-4%,0
CCOC(=O)C1CCCN(C(=O)C2CCC(CNS(=O)(=O)c3ccc(NC(C)=O)cc3)CC2)C1 (stereo not given),2,6%,8%,-2%,5,10,-2%,0%,-3%,2
